Screening results deposited in PubChem by several laboratories.
OX1R antag-1 = blocks the human orexin 1 receptor | AID 485270 | OX1R-expressing cells, FRET antagonist read-out | 330,000 compounds, 1.8% hits | inhibition, % at 6.6 µM; in the data active means inhibition mostly above about 38%, no sharp cut-off; inactive means mostly below about 40%;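 further: 0% = agonist challenge alone and 100% = reference antagonist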
Target sequence (O43613 whole entry, looked up): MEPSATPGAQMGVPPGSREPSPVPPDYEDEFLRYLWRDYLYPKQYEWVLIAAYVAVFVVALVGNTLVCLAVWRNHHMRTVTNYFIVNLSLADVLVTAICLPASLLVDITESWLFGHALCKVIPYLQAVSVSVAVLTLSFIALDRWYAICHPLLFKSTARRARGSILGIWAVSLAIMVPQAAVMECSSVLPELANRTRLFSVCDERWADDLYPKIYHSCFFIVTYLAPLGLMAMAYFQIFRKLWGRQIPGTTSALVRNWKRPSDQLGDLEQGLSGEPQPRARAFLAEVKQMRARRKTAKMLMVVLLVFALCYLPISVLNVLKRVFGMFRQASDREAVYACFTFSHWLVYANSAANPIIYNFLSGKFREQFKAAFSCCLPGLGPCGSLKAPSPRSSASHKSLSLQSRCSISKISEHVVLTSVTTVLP
STK33 inh = inhibitors of human STK33 kinase; Q9BYT3; inhibition, % at 10 µM; purified STK33, MBP phosphorylation, ADP-Glo luminescence; 320,000 compounds, 0.073% hits; AID 2661;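 active means inhibition at or above 25%, using the most active replicate where run in duplicate; inactive means inhibition below 25%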
Target sequence (Q9BYT3 whole entry, looked up): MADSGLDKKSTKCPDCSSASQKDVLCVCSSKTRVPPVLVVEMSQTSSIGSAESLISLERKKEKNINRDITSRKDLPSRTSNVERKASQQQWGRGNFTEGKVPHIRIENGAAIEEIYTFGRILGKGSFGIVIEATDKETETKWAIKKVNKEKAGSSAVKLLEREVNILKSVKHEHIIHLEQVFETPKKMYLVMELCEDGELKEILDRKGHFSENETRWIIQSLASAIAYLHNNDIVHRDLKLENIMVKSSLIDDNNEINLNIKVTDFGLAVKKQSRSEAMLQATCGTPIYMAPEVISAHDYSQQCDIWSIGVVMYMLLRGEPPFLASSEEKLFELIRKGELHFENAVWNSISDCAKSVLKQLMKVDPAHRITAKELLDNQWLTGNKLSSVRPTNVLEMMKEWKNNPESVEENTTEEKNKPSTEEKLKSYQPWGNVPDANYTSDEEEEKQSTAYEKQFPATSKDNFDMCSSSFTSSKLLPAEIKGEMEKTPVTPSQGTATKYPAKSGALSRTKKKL
OX1R antag-2 = antagonists of human orexin 1 receptor; O43613; CHO/OX1R cells, Fluo-8 calcium fluorescence, orexin A; inhibition, % at 5 µM; 330,000 compounds, 0.43% hits; AID 434989;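 active means inhibition above its plate's threshold, mean inhibition of all tested compounds on the plate plus 3 SD, cut at about 37% in these data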;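 further: 0% = orexin A challenge wells and 100% = SB-334867-A antagonist wells; not every result past the cut was called active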
* marks the source's active call; other numbers are inactive results; . = not tested or not shown.

cpd | SMILES | OX1R antag-1 | STK33 inh | OX1R antag-2
1 | Cc1ccc(Cn2ccc(NC(=O)CCSc3nc(-c4ccco4)cc(C(F)(F)F)n3)n2)cc1 | 9 | -1.2 | -47
2 | Cc1ccc(NC(=O)c2ccc(Cl)c(S(=O)(=O)N3CCCC3)c2)nc1 | 21 | 1.2 | -37
3 | CCN1/C(=C\C(=S)Nc2ccccc2)Sc2ccccc21 | 10 | -0.2 | -27
4 | CCN(CC1CCCO1)C(=O)c1cc(COc2ccc(F)cc2F)on1 (stereo not given) | 18 | -1.8 | -15
5 | CC(=Nc1ccccc1)C1=C(O)CCCC1=O | 1 | -1.7 | 1
6 | COc1ccc(NS(=O)(=O)N2CCOCC2)cc1 | 10 | 0.3 | -2
7 | O=C(COC(=O)c1ccc(Br)o1)NCc1ccc2c(c1)OCO2 | 2 | -1.3 | 4
8 | FC(F)(F)c1cc(-c2ccco2)nc(-n2nc(C(F)(F)F)cc2C2CC2)n1 | 10 | -0.2 | -28
9 | Nc1nonc1-n1nnc(C(=O)N/N=C/c2ccc(O)cc2)c1CN1CCCCCC1 | 14 | 0.3 | -17
10 | O=c1ncn(-c2cccc([N+](=O)[O-])c2)c2ccccc12 | 17 | -0.3 | -20
11 | CCCCCn1nc(C(=O)N(CC(C)C)c2c(N)n(CCCC)c(=O)[nH]c2=O)c2ccccc2c1=O | 20 | -0.9 | -15
12 | Cc1ccc(CNC(=O)C2CC(c3ccccc3C(F)(F)F)=NO2)o1 (stereo not given) | 38 | 0.2 | -32
13 | Cc1cc(OCc2cc(C(=O)N(C)CCCN3CCOCC3)no2)cc(C)c1Cl | 0 | 0.3 | -14
14 | Cc1nn(-c2ccccc2)c(C)c1-c1cc(C(=O)N/N=C/c2cccnc2)[nH]n1 | 15 | -0.3 | -37
15 | O=C(O)c1ccc(N/N=C/c2ccc(OC(=O)c3cccc(Cl)c3)cc2)cc1 | 6 | -2.3 | -7
16 | COc1ccc(NC(=O)C23CCC(C2)C(C)(C)C3=O)cc1 (stereo not given) | 6 | -0.4 | -15
17 | O=C(Nc1ccccc1)C1=C[C@H](c2csc3ccccc23)C[C@H](OCc2ccc(CO)cc2)O1 | 15 | 0.7 | -34
18 | COc1ccc(C(=O)Nc2ccc(S(=O)(=O)N3CCN(C)CC3)cc2)cc1 | 14 | 0.3 | -18
19 | Cc1ccc(Nc2nnns2)cc1 | 2 | 2.6 | 3
20 | CC(=O)Nc1ccc(S(=O)(=O)N[C@@H](C)C(=O)N(C)Cc2cccs2)cc1 | -1 | -1.4 | -14

6 entries from above, with values under each structure:
Second line of a record: OX1R antag-1, STK33 inh, OX1R antag-2
#12 Cc1ccc(CNC(=O)C2CC(c3ccccc3C(F)(F)F)=NO2)o1 (stereo not given)
→ 38, 0.2, -32
#7 O=C(COC(=O)c1ccc(Br)o1)NCc1ccc2c(c1)OCO2
→ 2, -1.3, 4
#1 Cc1ccc(Cn2ccc(NC(=O)CCSc3nc(-c4ccco4)cc(C(F)(F)F)n3)n2)cc1
→ 9, -1.2, -47
#8 FC(F)(F)c1cc(-c2ccco2)nc(-n2nc(C(F)(F)F)cc2C2CC2)n1
→ 10, -0.2, -28
#5 CC(=Nc1ccccc1)C1=C(O)CCCC1=O
→ 1, -1.7, 1
#15 O=C(O)c1ccc(N/N=C/c2ccc(OC(=O)c3cccc(Cl)c3)cc2)cc1
→ 6, -2.3, -7

Later entries
cpd | SMILES | OX1R antag-1 | STK33 inh | OX1R antag-2
21 | COCCn1cnc2c(c1=O)c1nc3ccccc3nc1n2/N=C/c1ccc(OC)c(OC)c1 | 31 | -1.1 | -9
22 | CSc1ccccc1OCc1cc(C(=O)NCCN2CCCc3ccccc32)no1 | 9 | -0.3 | -15
23 | CN(C)C(=O)N1CCNCC1 | 18 | -5.8 | 1
24 | O=[N+]([O-])c1cccc(C2=NCCS2)c1 | 14 | -1.3 | 14
25 | CN1C(=O)C(=O)/C(=C(/O)c2ccc(Br)cc2)C1c1cccc([N+](=O)[O-])c1 (stereo not given) | 13 | -1.1 | -14
26 | CCOC1(OCC)C(c2ccc(Cl)cc2)C(C#N)(C#N)C1(OCC)OCC (stereo not given) | 21 | . | -24
27 | Cc1ccc(Oc2nc3ccccn3c(=O)c2/C=C(\C#N)C(=O)Nc2c(C)n(C)n(-c3ccccc3)c2=O)c(C)c1 | 44 | 3.5 | -16
28 | CCCCCC1CCC(C(=O)NCCN2CCOCC2)CC1 (stereo not given) | -4 | -0.2 | -8
29 | COc1cc(C2NC(=S)NC(C)=C2C(=O)c2ccccc2)ccc1O (stereo not given) | 16 | 0.0 | -1
30 | COc1ccc(-c2ccnc3nc(N4CCN(c5ccccc5)CC4)nn23)cc1 | 7 | 1.2 | 5
31 | Nc1c2c(=O)oc(-c3ccccc3)cc2nn1-c1ccccc1 | 26 | -0.5 | -19
32 | CC(=O)Nc1ccc(Oc2cnccn2)cc1 | 5 | -2.2 | -7
33 | CC(=O)c1sc(-c2ccccc2)cc1NS(=O)(=O)c1ccccc1 | 5 | -0.9 | -5
34 | CCc1ccc(CNC(=O)CCC(=O)n2ncc3cc(C)ccc32)cc1 | -1 | -0.5 | -5
35 | Cc1ccc(CC(=O)NCc2ccc3c(c2)OCO3)cc1 | 26 | 0.0 | -2
36 | COc1ccc2c(c1)[nH]c1c(=O)n(/N=C/c3ccc(OC)c(CN4CCCCC4)c3)cnc12 | 29 | 1.4 | -28
37 | CCOc1ccccc1N1C(=O)CC(N(O)c2ccccc2)C1=O (stereo not given) | 2 | -0.2 | -31
38 | O=C1CNC(=S)N1CCCc1ccccc1 | 5 | -1.3 | -2
39 | C=CCSc1nnc2c(n1)OC(c1c(C)[nH]n(-c3ccccc3)c1=O)Nc1ccccc1-2 (stereo not given) | 32 | -0.1 | -12
40 | CCOc1cc(-c2noc(CCC(=O)NCC3CCCO3)n2)ccc1OC (stereo not given) | 11 | -2.7 | -25
41 | O=C(O)c1nn(Cc2csc(-c3ccccc3)n2)c(=O)c2ccccc12 | 9 | -1.2 | -13
42 | CN1C(=O)C(C)(C)c2cc(S(=O)(=O)N3CCCC(C(=O)Nc4ccc(Cl)cc4)C3)ccc21 (stereo not given) | 10 | -1.3 | -37
43 | CCN1C(=O)C(O)(CC(=O)/C=C/C=C/c2ccccc2)c2ccccc21 (stereo not given) | 15 | 2.2 | -1
44 | Nc1ccc(Cc2nc3c(ccc4ccccc43)[nH]2)cc1 | 6 | 0.0 | 13
45 | COc1cc2c(=O)c(-c3ccc(O)cc3)coc2cc1OC1OC(CO)C(O)C(O)C1O (stereo not given) | 5 | 2.7 | -5
46 | CCOc1ccc(CN(C)C(=O)CNC(=O)c2sc3ccccc3c2Cl)cc1 | 0 | -2.1 | -20
47 | COc1ccc(/C=C/C(=O)NCCc2nc3ccccc3[nH]2)cc1 | 13 | 1.8 | -14
48 | CCc1ccc(C(C)NC(=O)COC(=O)c2ccc(-n3cnnn3)cc2)cc1 (stereo not given) | -1 | -1.1 | -1
49 | O=C(CSc1ncn(-c2ccccc2)n1)c1cccs1 | 15 | -0.2 | -2
50 | COc1cccc(NC(=O)CC2C(=O)NC3CCCCC3N2C(=O)c2ccccc2)c1 (stereo not given) | 22 | -0.4 | -26
51 | CCOC(=O)C1(CCOc2ccccc2)CCN(Cc2cccc(OCCO)c2)CC1 | 7 | -0.7 | -33
52 | CN(C)c1ccc(C(=S)N2CCN(c3ccccc3)CC2)cc1 | 26 | -4.2 | -16
53 | CCCCNC1=NCCS1 | 4 | -1.3 | -21
54 | CCOC(=O)c1c(C)[nH]c(N=Nc2ccc(OC)cc2)c1C | 8 | 0.5 | -33
55 | COc1cc(C)c(S(=O)(=O)N2CCN(C)CC2)cc1C | 25 | -0.4 | -6
56 | CCOc1cc(C2/C(=C(/O)c3ccc(OC)cc3)C(=O)C(=O)N2CC2CCCO2)ccc1O (stereo not given) | 1 | -2.2 | -5
57 | O=C(O)Cc1c(-c2ccccc2)c2cc(Cl)ccc2[nH]c1=O | 10 | -1.5 | -6
58 | CCC(C)(C)NC(=O)C(Sc1ccccc1)c1ccccc1 (stereo not given) | 40 | -0.5 | -34
59 | CC(C)=CCC/C(C)=C/C=N/NC(=O)c1ccc([N+](=O)[O-])cc1 | 41 | -1.2 | -23
60 | CC(C)C[C@H](NC(=O)N1CCn2c1nc1ccccc12)C(=O)NC1CC1 | -4 | 0.0 | -17
61 | COC(=O)C(C)NC(=O)C1CCCN1C(=O)CNC(=O)OCc1ccccc1 (stereo not given) | -1 | 0.4 | -24
62 | CCN(CC)C(=O)c1cc2c(=O)n3cccc(C)c3nc2n1C | 30 | -0.2 | -22
63 | CC(C)OC(=O)C(CC(=O)O)NCc1ccccc1 (stereo not given) | 12 | -0.6 | 4
64 | Nc1nc(N2CCOCC2)nc(N(c2ccccc2)c2ccccc2)n1 | 10 | -0.8 | -14
65 | CCOc1ccc(C(=O)COC(=O)Cn2cnc3c2c(=O)n(C)c(=O)n3C)cc1 | 4 | -0.8 | -6
66 | O=C(CCl)N(C1CCCC1)C1CCS(=O)(=O)C1 (stereo not given) | 25 | -3.9 | 4
67 | CC1(C)CC(=O)C(C(=O)CCCCC(=O)C2C(=O)CC(C)(C)CC2=O)C(=O)C1 | 8 | -1.2 | -12
68 | CC1CCN(S(=O)(=O)c2ccc(NC(=O)CNC3CCCCC3)cc2)CC1 | 4 | -0.8 | -12
69 | COc1ccc(/C=C2\N=C(c3ccccc3)NNC2=O)cc1 | 23 | -0.6 | -22
70 | O=C(OCc1ccccc1)N1CCOCCOCCN(C(=O)OCc2ccccc2)CCOCCOCC1 | 6 | 5.8 | -4
71 | Cc1ccc(Nc2nc(NCCCN3CCOCC3)nc(N)c2[N+](=O)[O-])cc1 | 15 | 0.5 | -12
72 | O=S(=O)(NC1CCC(NS(=O)(=O)c2c(F)cccc2F)CC1)c1ccc2c(c1)OCCO2 (stereo not given) | 3 | -0.5 | -1
73 | Cc1ccc2[nH]c(=O)c(Cc3ccccc3)c(O)c2c1 | 49 | -0.6 | -25
74 | COC(=O)c1cc(NC(=O)Cc2ccc(OC)cc2)cc(C(=O)OC)c1 | 26 | -0.3 | -7
75 | CCOc1ccc(CNC(=O)CCCc2cn(C)c3ccccc23)cc1OC | 20 | -0.4 | -21
76 | CCC(C)NC(=O)c1ccc(CS(=O)(=O)Cc2ccc(Cl)cc2)o1 (stereo not given) | 5 | -1.0 | -10
77 | CC[n+]1ccc(C)c2cc(S(=O)C(F)(F)F)ccc21 (stereo not given) | 23 | -0.2 | -1
78 | O=C(CN(Cc1cccs1)C(=O)CNS(=O)(=O)c1ccccc1)NC1CCCC1 | 11 | -0.2 | -20
79 | O=C(CSc1nnc(NC(=O)c2c(F)cccc2F)s1)NCC1CCCO1 (stereo not given) | 0 | -2.1 | -3
80 | Cc1cc(=O)[nH]c(-c2ccccc2O)n1 | -5 | 2.8 | -9

Values in list order from the entries so far:
Entries 61–72 in OX1R antag-1, in turn: -1, 30, 12, 10, 4, 25, 8, 4, 23, 6, 15, 3
Entries 61–72 in OX1R antag-2, in turn: -24, -22, 4, -14, -6, 4, -12, -12, -22, -4, -12, -1
Entries 61–72 in STK33 inh, in turn: 0.4, -0.2, -0.6, -0.8, -0.8, -3.9, -1.2, -0.8, -0.6, 5.8, 0.5, -0.5

Next section.
cpd | SMILES | OX1R antag-1 | STK33 inh | OX1R antag-2
81 | COc1ccc(C(=O)Nc2ccc(Oc3ncnc4sc(-c5ccccc5)cc34)cc2)cc1OC | 4 | -1.6 | -11
82 | COCC1CCN(C(=O)c2ccc3oc(Cc4ccc(Cl)cc4)nc3c2)C1 (stereo not given) | 12 | -2.1 | -18
83 | Cc1ccc(C(=O)N(CC(=O)NC2CCCC2)c2ccc(F)cc2)s1 | 13 | 1.7 | -20
84 | CC(C)C[C@H](NC(=O)c1[nH]cnc1C(=O)N[C@@H](Cc1ccccc1)C(=O)OCc1ccccc1)C(=O)OC(C)(C)C | 14 | -1.4 | -49
